PTHR1 agonist: agonists of human PTHR1 parathyroid hormone receptor; Q03431; HEK293 GP2 PTHR1 cells, GloSensor cAMP luminescence, 1 h; Potency, µM (titrated, usually from 115 µM), for inactives: top-dose activation, actives largely listed as activators; 0.075% of 410,000 active; note: nearly all actives have a fitted effect of over 55% in size; some results filed as inactive show a strong effect at the top dose; inactives centre near -15; many of its hits are not listed in these tables
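HEK-293-derived GP2 cells expressing PTHR1 and a GloSensor cAMP reporter, 3,000/well, plated overnight, given luciferin plus IBMX (each 0.5 mM as added) for 1 h at 37 °C, then compound for 1 h at 37 °C. Luminescence was read after 15 min at room temperature.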
EPAC1 ag: agonists of human EPAC1 | Potency, µM (titrated, usually from 154 µM), for the others: top-dose activation, actives largely listed as activators | O95398 | EPAC1 agonist qHTS, biochemical assay; response scale: 100% = response to 6.5 mM cAMP | 0.073% of 360,000 active; note: nearly all actives have a fitted effect of over 60% in size
Target sequence (O95398 whole entry, looked up): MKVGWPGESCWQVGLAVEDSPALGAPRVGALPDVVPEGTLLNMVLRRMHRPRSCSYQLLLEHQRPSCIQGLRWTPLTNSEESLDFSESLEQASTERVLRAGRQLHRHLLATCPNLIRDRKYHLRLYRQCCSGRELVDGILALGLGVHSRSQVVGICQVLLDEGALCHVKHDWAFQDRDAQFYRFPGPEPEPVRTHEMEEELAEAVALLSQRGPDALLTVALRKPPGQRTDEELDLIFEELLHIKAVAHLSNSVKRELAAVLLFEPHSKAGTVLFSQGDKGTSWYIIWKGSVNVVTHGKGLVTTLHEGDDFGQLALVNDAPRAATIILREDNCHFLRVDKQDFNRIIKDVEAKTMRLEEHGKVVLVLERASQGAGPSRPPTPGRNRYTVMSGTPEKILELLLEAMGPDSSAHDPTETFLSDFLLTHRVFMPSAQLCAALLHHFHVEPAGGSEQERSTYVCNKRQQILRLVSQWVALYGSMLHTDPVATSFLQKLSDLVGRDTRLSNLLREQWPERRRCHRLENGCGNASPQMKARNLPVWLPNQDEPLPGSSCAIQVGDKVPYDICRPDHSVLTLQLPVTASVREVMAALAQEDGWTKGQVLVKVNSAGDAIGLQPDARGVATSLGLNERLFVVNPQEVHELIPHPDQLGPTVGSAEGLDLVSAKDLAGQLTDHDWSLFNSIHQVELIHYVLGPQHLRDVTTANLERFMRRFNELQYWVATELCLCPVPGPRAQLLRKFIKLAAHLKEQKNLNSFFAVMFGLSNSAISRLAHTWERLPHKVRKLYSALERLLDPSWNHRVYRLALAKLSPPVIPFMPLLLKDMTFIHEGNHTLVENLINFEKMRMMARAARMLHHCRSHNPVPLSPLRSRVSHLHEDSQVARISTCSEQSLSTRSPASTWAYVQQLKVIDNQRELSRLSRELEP
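Normalized to 6.5 mM cAMP, activity reflects EPAC1-catalysed release of BODIPY-GDP from Rap1B, followed kinetically over 30 min at 480 nm excitation, 540 nm emission. Reaction contained 100 nM EPAC1, 250 nM Rap1B-BODIPY-GDP, 50 uM GDP.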
aSyn yeast inh: inhibitors of alpha-synuclein toxicity in yeast; Yeast expressing alpha-synuclein, growth rescue, BacTiter-Glo, 24 h; Potency, µM (top dose mostly 46.1 µM), for the others: at the top dose growth rescue (activation), usual class: activators; 0.14% of 370,000 active; AID 652106; note: % of control where 0% means no effect; nearly all actives have a fitted effect of over 65% in size
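Screening used galactose-induced yeast with toxic alpha-synuclein levels, exposed to compound for 24 hr at 30 deg C. Cell growth, read with BacTiter-Glo luminescence, gave the measured signal.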
EPAC2 agonist: EPAC2 (human) agonism; Potency, µM (series often up to 154 µM), for the others: top-dose activation, hits mostly activators; Q8WZA2; 0.079% of 360,000 active; EPAC2 activation, biochemical qHTS; response scale: 100% = 6.5 mM cAMP response; note: nearly all actives have a fitted effect of over 50% in size
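Compounds were added across a concentration range to EPAC2 (100 nM), RAP1B-BODIPY-GDP (250 nM) and GDP (50 uM). After 5 min at room temperature, fluorescence was recorded at 5-min intervals for 30 min.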
TDP-43 yeast inh: rescues yeast growth from TDP-43 toxicity; TDP-43 expressing yeast growth rescue, BacTiter-Glo, 24 h; Potency, µM (titrated, usually from 46.1 µM), inactives show at the top dose growth rescue (activation), most hits filed as activators; 1.8% of 410,000 active; note: % of control where 0% means no effect; nearly all actives have a fitted effect of over 50% in size
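In this qHTS, compounds that restore growth of yeast expressing TDP-43 appear as activators. Cells (OD600=0.02, galactose medium, raffinose-pregrown) are incubated with compound 24 hr at 30 deg C and growth is quantified by BacTiter-Glo.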
EPAC2 antag: EPAC2 (human) antagonism; Q8WZA2; EPAC2 GEF exchange of Rap1B-BODIPY-GDP, fluorescence; Potency, µM (top dose mostly 114 µM), inactives show at the highest dose activity, negative = inhibition, usual class: inhibitors; 0.18% of 360,000 active; AID 720708; note: % is set by controls: 0 for no effect and ±100 for the full control effect; nearly all actives have a fitted effect of over 45% in size; many of its hits are not listed in these tables
FUS yeast rescue: rescues growth of FUS-expressing yeast; Potency, µM (top dose mostly 76.6 µM), for inactives: top-dose growth rescue (activation), most hits filed as activators; S. cerevisiae FUS-expressing, growth rescue, OD600, 24 h; 0.24% of 390,000 active;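 note: plate controls were DMSO vehicle for no effect and reference control for full effect; nearly all actives have a fitted effect of over 55% in size; some results filed as inactive show a strong effect at the top dose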
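Galactose (2%) drives FUS expression in yeast precultured in raffinose; seeding density OD 0.005. Test compounds incubated 24hr at 30C and 99% humidity before absorbance at 600 nm was measured.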
EPAC1 antagonist: blocks human EPAC1 exchange factor; 0.14% of 360,000 active; EPAC1 GEF assay, Rap1b-BODIPY-GDP exchange fluorescence; O95398; Potency, µM (highest dose often 115 µM), for the others: top-dose activity change, negative = inhibition, usual class: inhibitors; AID 720709;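 note: plate controls were vehicle for no effect and positive control for full effect; nearly all actives have a fitted effect of over 50% in size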
The depositor's hits bear a star; i = inactive; u = inconclusive; x = no result given; [ ] = dose if it differs, or a comment. Calls come from the whole dose curve; as a rule, active = well fitted curve in the direction sought with a large enough effect; inconclusive = small, poorly fitted or top-dose-only effect, or another doubt; inactive = no such curve, though single readings can be large; an effect the other way counts as inactive or inconclusive. Potency is the fitted concentration of half-maximal effect.

Abbreviations: A = PTHR1 agonist; B = EPAC1 ag; C = aSyn yeast inh; D = EPAC2 agonist; E = TDP-43 yeast inh; F = EPAC2 antag; G = FUS yeast rescue; H = EPAC1 antagonist
NC(=O)c1ccccc1NC(=O)c1cc(S(=O)(=O)N2CCCCC2)ccc1N1CCOCC1
  A: -10.7%	B: 6.7%	C: 3.6%	D: 3.3%	E: -3.4%	F: -4.6%	G: x	H: 2.3%

CCCCn1c(CN2CCN(c3ccccc3)CC2)nc2c1c(=O)n(C)c(=O)n2C
  A: -28.6%	B: -9.4%	C: -2.0%	D: 8.3%	E: 9.9%	F: -3.8%	G: 8.1%	H: 7.6%

CCc1ccc(NC(=O)NCCN2CCCCC2)cc1
  A: -7.9%	B: 11.7%	C: 3.5%	D: 6.0%	E: 13.3%	F: -1.9%	G: -6.3%	H: 5.2%

Cc1ccccc1C(=O)c1cccn1CC(=O)NC(C)c1ccc2c(c1)OCCO2 (configuration not stated)
  A: -23.3%	B: -9.5%	C: 1.6%	D: 7.1%	E: -1.2%	F: -11.1%	G: 20.3%	H: -4.1%

NNC(=O)c1cccc(O)c1
  A: i	B: -12.2%	C: 0.8%	D: -3.7%	E: 0.8%	F: 3.2%	G: x	H: -0.1%

CNCCOCC(O)CSc1ccccc1 (configuration not stated)
  A: -10.2%[57.5 µM]	B: -11.0%	C: 4.8%	D: -1.8%	E: -0.4%	F: -3.4%	G: -25.4%	H: 10.5%

c1cncc(-c2nc(N3CCOCC3)c3ccccc3n2)c1
  A: -13.2%[57.5 µM]	B: 10.6%	C: 2.9%	D: 14.4%	E: -10.9%	F: 6.1%	G: -5.4%	H: 3.6%

CCCNc1nc(Nc2ccc(C)cc2)nc(N2CCCC2)n1
  A: -10.4%[57.5 µM]	B: 29.4%	C: 1.2%	D: 10.1%	E: 11.2µM*	F: -6.1%[57.1 µM]	G: 3.5%	H: -10.6%

CC(C)C1Cc2c(sc3c2c(=O)n(-c2ccccc2)c2n[nH]c(=S)n32)CO1 (configuration not stated)
  A: -13.4%	B: -3.4%	C: 2.6%	D: -4.4%	E: 23.8%	F: -24.6%	G: 22.1%	H: 0.4%

CC1CCCCN1S(=O)(=O)c1ccc(C(=O)N2CCOCC2)cc1 (configuration not stated)
  A: 0.3%	B: 5.1%	C: 0.7%	D: 3.6%	E: 0.4%	F: 0.9%	G: -6.3%	H: -9.7%

COc1ccc2[nH]c(=O)c(C(c3nnnn3CC3CCCO3)N3CCc4ccccc4C3)cc2c1 (configuration not stated)
  A: i	B: 11.5%	C: -0.7%	D: 6.1%	E: 0.0%	F: -3.8%	G: 17.2%	H: -1.1%

CCCc1nnc(SCc2ccc(OCC)cc2)n1N
  A: i	B: -4.2%	C: -0.1%	D: -3.1%	E: 5.7%	F: -5.6%	G: x	H: -17.6%

COc1ccc(/C=N/NC(=O)Cn2cnc3ccccc3c2=O)cc1
  A: -14.9%	B: -2.5%	C: 4.8%	D: 5.0%	E: 2.9%	F: 13.2%	G: x	H: 11.9%

O=C(NCCc1c[nH]c2ccccc12)c1ccc2[nH]c(=O)c(=O)[nH]c2c1
  A: i	B: -2.4%	C: -1.0%	D: -3.4%	E: 22.9%	F: -0.5%	G: 5.7%	H: -10.2%

Cc1cccc(N2CCN(C(C(=O)NCc3ccccc3)c3ccc(C(F)(F)F)cc3)CC2)c1C (configuration not stated)
  A: -11.1%	B: 7.1%	C: -6.7%	D: 20.4%	E: 8.6%	F: 3.2%	G: 1.4%	H: -23.8%

O=C(NCCCN1CCCC1=O)c1cccc(NS(=O)(=O)c2ccccc2)c1
  A: -26.1%	B: 1.5%	C: -7.7%	D: 8.2%	E: 4.5%	F: 6.7%	G: 0.5%	H: 5.1%

COC(=O)Cn1ncc(N2C3CC(CC(C)(C)C3)C2C)c(Cl)c1=O (configuration not stated)
  A: -37.4%[inhibitor]	B: 7.7%	C: 3.1%	D: -0.2%	E: u	F: -2.7%	G: -5.7%	H: 0.4%

CCOC(=O)N1CCC(NC(=O)CCN2C(=O)COc3ccccc32)CC1
  A: -0.7%[57.5 µM]	B: -1.3%	C: 4.0%	D: 3.1%	E: 0.0%	F: 13.0%	G: -7.6%	H: 12.3%

CCCN(C(=O)c1nc2nc(C)cc(C)n2n1)c1c(N)n(Cc2ccccc2)c(=O)[nH]c1=O
  A: -20.4%	B: 6.8%	C: -4.4%[1.84 µM]	D: -0.4%	E: 8.4%	F: -1.6%	G: -12.5%	H: -9.1%

COc1ccc(S(=O)(=O)N2CCC3CC2c2c(-c4ccc(C(F)(F)F)cc4)cccc23)cc1 (configuration not stated)
  A: -26.9%	B: -10.3%	C: 0.0%	D: 5.3%	E: 32.0%	F: -1.6%	G: -1.2%	H: -5.2%

O=C(C1CCCCN1S(=O)(=O)c1ccccc1)N1CCN(C(c2ccccc2)c2ccccc2)CC1 (configuration not stated)
  A: i	B: 6.8%	C: 1.3%	D: 10.9%	E: -17.8%	F: -4.4%	G: u	H: 14.2%

CC(Cc1c[nH]c2ccccc12)NC(=O)C1CCCNC1=O (configuration not stated)
  A: -17.0%[57.5 µM]	B: -7.5%	C: 3.9%	D: 4.5%	E: -16.6%	F: 12.2%	G: -7.2%	H: 3.8%

O=C(Nc1ccc2c(c1)OCO2)C1CC(=O)N(c2cccc(Cl)c2)C1 (configuration not stated)
  A: i	B: -2.9%	C: -0.4%	D: 2.6%	E: -7.9%	F: 4.4%	G: -0.7%	H: -4.8%

CCc1sc(NC(C)=O)nc1-c1ccccc1
  A: i	B: 3.4%	C: -1.8%	D: 4.2%	E: 29.5%	F: 0.7%	G: -27.5%	H: -3.2%

Cc1ccc(C(=O)c2cc3c(cc2N)OCCO3)cc1
  A: -34.7%[inhibitor]	B: 4.1%	C: -2.8%	D: 4.9%	E: u	F: -18.9%	G: 14.3%	H: -26.5%

A few values from the entries so far.
CCCNc1nc(Nc2ccc(C)cc2)nc(N2CCCC2)n1 in EPAC1 antagonist reads -10.6%
COc1ccc(S(=O)(=O)N2CCC3CC2c2c(-c4ccc(C(F)(F)F)cc4)cccc23)cc1 (configuration not stated) in TDP-43 yeast inh reads 32.0%

The listing continues:
Abbreviations: A = PTHR1 agonist; B = EPAC1 ag; C = aSyn yeast inh; D = EPAC2 agonist; E = TDP-43 yeast inh; F = EPAC2 antag; G = FUS yeast rescue; H = EPAC1 antagonist
c1ccc2[nH]c(-c3nc4ccccc4[nH]3)nc2c1
  A: -25.2%[57.5 µM]	B: 0.3%	C: -14.7%	D: -6.2%	E: -16.6%	F: 6.6%	G: 6.1%	H: 4.9%

O=C(N/C(=C\c1ccc(O)cc1)C(=O)N1CCCCC1)c1ccccc1
  A: i	B: -4.5%	C: 11.9%	D: 10.8%	E: 7.4%	F: 2.8%	G: -28.6%	H: -1.6%

C=CCN(C(=O)c1csnn1)C(C(=O)NCc1ccc(F)cc1)c1sccc1C (configuration not stated)
  A: -17.6%	B: 11.0%	C: -0.6%	D: 8.5%	E: -3.9%	F: -6.8%	G: 29.2%	H: 32.3%[activator]

NC(=O)COC(=O)c1ccc(Cl)c(S(=O)(=O)N(Cc2ccccc2)c2ccc(Cl)cc2)c1
  A: -15.4%	B: 9.2%	C: 7.6%	D: 0.9%	E: 6.1%	F: u	G: u	H: -12.7%

CCC(C)C(=O)Nc1ccc(S(=O)(=O)N2CCCC2)cc1 (configuration not stated)
  A: -23.8%	B: -7.1%	C: -0.2%	D: 2.3%	E: -7.1%	F: 25.7%	G: -18.0%	H: -7.3%

COc1ccccc1CNC(=O)C1COc2ccccc2O1 (configuration not stated)
  A: i	B: -0.9%	C: -10.7%	D: -5.8%	E: u	F: 10.4%	G: 10.1%	H: -1.1%

O=C(CSc1ccc(F)cc1)NC(=O)NCc1ccccc1
  A: -3.1%	B: 5.5%	C: 13.6%	D: -0.5%	E: u	F: -3.7%	G: -2.9%	H: -0.2%

CC1CCN(C(=O)COC(=O)c2ccc3ccccc3n2)CC1
  A: i	B: -7.0%	C: 5.2%	D: 6.9%	E: 7.0%	F: -6.5%	G: -5.7%	H: -14.2%

CCOC(=O)C1=C(C)N=c2s/c(=C\c3ccc(OCC(=O)O)cc3)c(=O)n2C1c1ccc(OC(C)C)cc1 (configuration not stated)
  A: -43.2%[inhibitor]	B: -9.9%	C: -56.0%[inhibitor]	D: -29.3%	E: 0.0%	F: 3.4%	G: x	H: 56.2µM*

Cc1ccc(S(=O)(=O)N(CCCc2c(C)nc[nH]c2=O)c2ccccc2)cc1
  A: -5.0%	B: 5.3%	C: 0.1%	D: 11.8%	E: 9.0%	F: -4.1%	G: 13.2%	H: -11.6%

CCS(=O)(=O)N1CCN(C(=O)CCC2CCCC2)CC1
  A: i	B: 6.3%	C: 0.2%	D: -2.3%	E: -0.3%	F: -0.8%	G: -30.9%	H: -7.6%

O=C(NCCOC(=O)c1cccs1)c1cccnc1
  A: i	B: 0.7%	C: -1.2%	D: 1.0%	E: 2.7%	F: -3.3%	G: 26.4%	H: -14.7%

COc1cccc(C(=O)N2CCC[C@@H]2C(=O)N2CCC[C@H]2C(=O)NCc2ccncc2)c1
  A: -12.0%	B: -1.3%	C: 1.3%	D: 4.7%	E: 10.8%	F: 8.0%	G: -27.4%	H: 10.7%

Cc1cc(NC(=O)C2C3C(=O)N(c4cccnc4)C(C(=O)NC(C)(C)C)C34C=CC2(C)O4)no1 (configuration not stated)
  A: i	B: -1.2%	C: -0.5%	D: 0.9%	E: 18.8%[9.22 µM]	F: 9.9%	G: -9.2%	H: 9.2%

CC(=O)c1c(C)nc(C)nc1NC(=O)Cc1ccccc1
  A: i	B: -0.6%	C: 0.2%	D: -4.4%	E: 2.5%	F: -1.6%	G: 1.8%	H: -5.1%

Cc1ccc(Oc2nnc(-c3ccc(C)cc3)c3ccccc23)cc1
  A: -89.1%[inhibitor]	B: 2.6%	C: 10.1%	D: 0.5%	E: -31.2%[inhibitor]	F: 13.7%	G: x	H: 16.4%

COc1ccc(S(=O)(=O)N2CCN(C(=S)NCC3CCCO3)CC2)cc1OC (configuration not stated)
  A: i	B: -2.2%	C: -3.5%	D: 5.2%	E: -11.9%	F: 1.8%	G: 13.2%	H: -14.8%

C[C@@H]1CN([C@H](C)CO)C(=O)c2cc(Br)cnc2O[C@H]1CN(C)C(=O)CC1CC1
  A: i	B: 0.2%	C: -0.4%	D: -3.7%	E: 0.0%	F: -12.4%	G: -5.3%	H: 9.7%

CC(C)(C)NC(=O)c1cccnc1Sc1ccccc1
  A: 8.1%	B: -2.3%	C: -5.6%	D: 6.7%	E: -9.9%	F: 1.6%	G: 32.0%	H: 1.7%

COc1ccc(NC(C)=O)cc1NC(=O)c1ccc(C#N)cc1
  A: u	B: -9.9%	C: -4.3%	D: -3.7%	E: -1.5%	F: -4.3%	G: -14.7%	H: 0.9%

The list is partial, so the mix of outcomes need not match the whole.
